Myeloid diff MLP: induction of myeloid progenitor differentiation, primary screen, cell-based, flow cytometry, MLPCN library; ER-HoxA9 myeloid progenitors, lysozyme-GFP differentiation; 1% of 360,000 active; calls only at 10 µM; AID 624256, 2012;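 active = normalized GFP-positive differentiation at or above the plate's own cutoff, the solvent-only control mean plus 3 SD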;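 note: cells exposed to compound for four days before flow analysis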
bCat nuc transl: modulators of beta-catenin nuclear translocation, primary screen, imaging, HeLa cells, immunofluorescence, high-content; nuclear translocation activity, % at 5 µM; 0.3% of 190,000 active; AID 1665, 2009;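 active = nuclear translocation activity above 50% at 5 µM, with a well cell count of 50 or more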;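 note: per-cell ratio of nuclear to cytoplasmic median beta-catenin stain intensity; plate controls were DMSO negative control for no effect and GSK-3 inhibitor IX positive control for full effect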
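Signal – beta-catenin immunofluorescence imaging with DAPI · Test system – human HeLa cell line · Dosing – 5 µM primary single dose, 0.1% DMSO, 0.02–20 µM confirmation series · Measure – % activation, nuclear-to-cytoplasmic median beta-catenin signal ratio per cell · Incubation – 24 h compound exposure at 37°C, 5% CO2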
T cell HTS: modulators of CD8 T cell-vesicle binding, primary screen, mouse 2C CD8+ T cells, flow cytometry | AID 2052, 2009 | 0.068% of 330,000 active | 2C CD8+ T cell-vesicle binding; hits give low values | calls only at 7 µM;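 active = response, share of CD8 T cells binding vesicles, and their 90th percentile fluorescence all below set limits, cut at about 80% in these data, passing the limit was not always enough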
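Test system: purified 2C TCR transgenic mouse naive CD8+ T cells. Probe or stimulus: QL9-peptide-loaded Drosophila micro-vesicles bearing Ld, ICAM-1 and B7-1. Incubation: binding step 1.5 h, 37 °C, antibody labelling 20 min, ice. Measured by: flow cytometry of vesicle-bound cells.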
Ins promoter up: insulin promoter activators in MIN6 cells, imaging, high-content screening, mouse beta cells; MIN6 insulin promoter-GFP reporter; hits give high values; z-score at 5 µM; 0.3% of 190,000 active; AID 1625, 2009;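 active = z-score above 3 at 5 µM with at least 500 cells counted in the well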
human PMI inhibition: inhibitors of human PMI, primary screen, biochemical, fluorescence intensity, coupled assay (AID 1209). purified PMI enzyme, coupled fluorescence intensity; higher % means a stronger effect. Mannose-6-phosphate isomerase (Homo sapiens). inhibition, % at 20 µM, or IC50 in µM where a hit was titrated. 0.42% of 190,000 active; in the data active = inhibition above about 50%;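 note: plate controls were DMSO vehicle for no effect and wells lacking substrate for full effect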
TNAP activators: human TNAP enzyme activators, primary screen, biochemical, luminescent, no phosphate acceptor, uHTS (AID 1001). Alkaline phosphatase, tissue-nonspecific isozyme (Homo sapiens). purified TNAP, luminescent activation assay, no phosphate acceptor; higher activation fold means a stronger effect. activation fold at 20 µM, or EC50 in µM where a hit was titrated. 0.03% of 200,000 active; in the data active = activation fold from about 3, or a potency from the dose series; inactive = the rest, 99 in 100 with activation fold below about 1.6; note: many of its hits are not listed in these tables
Hep lipid drop: inhibitors of hepatocyte lipid droplet formation, primary screen, imaging, high-throughput imaging, BODIPY stain; AML12 mouse hepatocytes, oleate lipid droplets; inhibition, % at 6.5 µM; 0.4% of 240,000 active; AID 1656, 2009;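 active = lipid droplet intensity inhibited by at least 50%, with more than 500 cells counted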
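Material: mouse AML12 hepatocyte cell line, fixed after treatment; Timing: compound with oleate, overnight; Technique: high-content imaging of BODIPY-stained droplets and DAPI nuclei; Probe or stimulus: oleate, 100 µM final; Dosing: compound at 6.5 µM only.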
Dynein cargo inh: inhibitors of GR-EGFP nuclear translocation, primary screen, dynein cargo transport inhibitor project, imaging, high-content, 3617.4 mouse cells | AID 1381, 2008 | 0.47% of 220,000 active | z-score, hits read low | test concentration mostly 20 µM; stimulated with dexamethasone, 1 µM; hits give low values;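 active = plate z-score of nuclear minus cytoplasmic receptor signal below a set negative limit, without overly bright fluorescence or cell loss, cut at about -3.5 in these data, passing the limit was not always enough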;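 note: z-score of nuclear minus cytoplasmic ring GR-EGFP intensity difference per well; some compounds called inactive have numbers as strong as hits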
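medium = tetracycline-free induction medium containing charcoal-stripped FBS | also added = 1.0 µM final dexamethasone stimulus | schedule = 48 h induction, 1 h compound, 30 min dex at 37 °C | technique = fixed, Hoechst-stained cells imaged at 10x for EGFP | measure = GR-EGFP nuclear translocation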
MT stabilize HCS: microtubule stabilizers in HeLa cells, primary screen, imaging, high-content imaging; HeLa tubulin immunostaining HCS, 24 h; share of cells brighter than vehicle mean+2SD; % tubulin-high responders, % at 10 µM; 0.83% of 200,000 active; AID 2205, 2009;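 active = plate Z-score above 3 for both tubulin-high and condensed-nucleus cell shares, with cell loss under 80%, at 10 µM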;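 note: anti alpha tubulin signal scored within the nucleus-defined area of each cell; some results filed as inactive read as strong as hits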
Dynein cargo inh cytoplasmic EGFP: also measured in Dynein cargo inh; calls as there; z-score; measured here: cytoplasmic GR-EGFP intensity; hits give high values
Dynein cargo inh nuclear GR-EGFP: also measured in Dynein cargo inh; calls as there; z-score; measured here: nuclear GR-EGFP intensity;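 lower value marks the stronger effect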
Dynein cargo inh cell count: also measured in Dynein cargo inh; calls as there; z-score; measured here: cell count per field
Ins promoter up cell count: also measured in Ins promoter up; calls as there; cell count; measured here: cytotoxicity, nuclei count;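 total cells summed across four imaged fields per well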
Hep lipid drop cells 6.5 µM: also measured in Hep lipid drop; calls as there; cell count; measured here: cell count, cytotoxicity flag;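 cells counted across two imaged fields per well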
bCat nuc transl cell count 5 µM: second read-out of bCat nuc transl, no call of its own (marks repeat the call); cell count; measured here: cell count, cytotoxicity flag
T cell HTS vesicle-bound %: second read-out of T cell HTS, no call of its own (marks repeat the call); double positive events, %; measured here: CD8+ vesicle-bound cell fraction;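 binding gate set so that unloaded-vesicle control wells show 10% double positive cells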
MT stabilize HCS Hoechst-high %: further read-out of MT stabilize HCS, marked with its call; % Hoechst-high responders; measured here: nuclear condensation Hoechst responders;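 share of cells brighter than vehicle mean plus two SD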
MT stabilize HCS cytotoxicity %: second read-out of MT stabilize HCS, no call of its own (marks repeat the call); toxicity, %; measured here: cytotoxicity by cell density;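 0% = mean cell density of plate MIN control wells and 100% = no cells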
Myeloid diff MLP GFP+ MAC1+ %: recorded beside Myeloid diff MLP, whose call it bears; GFP+ MAC1+ double positive, %; measured here: differentiation confirmed by MAC1 staining
The depositor's hits bear a star; i = inactive; . = not tested or not shown. Random draw from the library, and some 3% of all compounds hit somewhere here.

SMILES	Myeloid diff MLP	Myeloid diff MLP GFP+ MAC1+ %	bCat nuc transl	bCat nuc transl cell count 5 µM	T cell HTS	T cell HTS vesicle-bound %	Ins promoter up	Ins promoter up cell count	human PMI inhibition	TNAP activators	Hep lipid drop	Hep lipid drop cells 6.5 µM	Dynein cargo inh	Dynein cargo inh cytoplasmic EGFP	Dynein cargo inh nuclear GR-EGFP	Dynein cargo inh cell count	MT stabilize HCS	MT stabilize HCS Hoechst-high %	MT stabilize HCS cytotoxicity %
Cc1ccc(-c2cc(-c3ccccc3)c3c(N)c(S(C)(=O)=O)sc3n2)cc1	i	0.4	.	.	i	7	0.08	970	-30%	1.1	0	791	0.81	0.47	0.9	-1.5	1.9	0.8	6.9
C=CCN(CC=C)C(=O)C1CCC(C(=O)N(CC=C)CC=C)CC1 (stereo not drawn)	i	1.1	-0.4	1000	i	58	-0.01	1498	-5%	1	9	681	-0.35	-0.24	-0.27	1.2	4.3	2.4	5.9
O=C1CCCc2nc(N3CCN(c4ccccc4)CC3)ncc21	i	0.4	-3.7	864	i	48	-0.41	1096	9%	1.1	.	.	3.6	0.061	1.6	-1.8	6.1	3.3	6.1
CCN1C2=NCCCN2c2cc(C)c(C)cc21	i	1.2	-5.5	858	i	46	0.07	1227	4%	1.1	.	.	-0.84	-0.16	-0.37	0.64	1.6	1.5	3.9
CN(c1nc2ccccc2n2c(-c3ccco3)nnc12)S(=O)(=O)c1ccccc1	i	1.0	-1.5	752	i	27	-0.25	1231	-7%	1.1	.	.	0.24	-0.24	-0.31	0.13	3.5	2.5	14
Cc1cc(C)c(C#N)c(Oc2ccccc2)n1	i	0.5	1.7	1293	i	49	-0.76	1586	12%	1	.	.	-0.72	-0.29	-1	0.81	2.1	1.5	5.9
CCc1cc2ccccc2nc1SCC(=O)Nc1cc(C)on1	i	0.9	-6.8	879	i	39	0.85	1110	11%	1.1	.	.	0.19	-0.23	0.063	0.38	1.7	0.8	2.9
CC(NC(=O)CCn1c(=S)[nH]c2ccsc2c1=O)c1ccccc1 (stereo not drawn)	i	0.2	-0.2	1149	i	41	0.41	1256	0%	1	10	726	0.58	-0.34	-0.14	0.05	3.3	2.8	7.9
CCOC(=O)Cc1csc(NS(=O)(=O)c2ccc(F)cc2)n1	i	0.4	2.6	1310	i	28	0.4	1611	1%	1.1	.	.	0.83	-0.18	0.74	-0.24	2.5	2.1	5.7
Cc1ccc(C(C)C)c(OCc2nnc3n2CCCCC3)c1	i	2.3	-3.5	1183	i	43	0.03	1311	2%	1.1	0	768	0.2	-0.11	0.81	-1.2	4.6	3.0	5.2
CC1(N(O)C=C2C=CC(=O)C=C2)CCCCC1=O (stereo not drawn)	i	0.3	0.1	1318	i	27	-0.56	1420	.	.	0	740	-0.1	-0.28	-0.46	1.6	.	.	.
CC(C)CN=CC1=C(O)c2ccccc2C1=O	i	0.1	-0.3	1333	i	21	0.98	1008	.	.	7	624	-0.27	-0.23	0.22	0.88	.	.	.
CCOc1ccc(/C=N/NC(=O)Nc2ccccc2)cc1	i	0.2	0.1	1524	i	57	.	.	.	1	-8	731	-1.3	-0.28	-0.82	1.5	2.4	1.4	11
COc1ccc(C(=O)NCC(=O)OCC(=O)N2CCN(S(=O)(=O)c3ccccc3)CC2)cc1	i	0.5	-0.3	1007	i	42	-0.03	1342	-6%	0.9	10	609	-0.56	-0.12	-0.4	0.51	1.9	2.1	3.3
CCOC(=O)c1ccc(NC(=O)COC)cc1	i	1.7	.	.	i	31	-0.27	1257	3%	1.1	5	694	-0.55	-0.27	-0.22	0.67	2.3	0.5	24
O=C(CN1CCN(Cc2ccccc2)CC1)Nc1ccccc1-c1ccccc1	i	0.1	1.3	985	i	23	-0.35	1645	4%	1	-36	745	-0.14	-0.32	0.3	-0.095	3.4	1.6	6.5
COc1cc(S(=O)(=O)NCCOC23CC4CC(CC(C4)C2)C3)c(OC)cc1Cl	i	0.3	-1.1	726	i	44	0.3	2344	4%	0.8	-36	470	-0.32	-0.17	0.24	0.33	1.9	2.4	9.8
O=C(Nc1ccc2c(c1)OCO2)c1ccc2nc[nH]c2c1	i	0.4	-6.5	1172	i	45	.	.	3%	1	10	747	1	-0.018	0.5	-1	1.9	2.2	2.1
O=C(O)c1ccc(Cl)c(S(=O)(=O)NCC2CCCO2)c1 (stereo not drawn)	i	0.4	-2.1	1188	i	26	-0.15	904	1%	1.1	-4	770	2.7	-0.072	2.4	-1.6	1.5	1.0	7.4
C=CCNC(=S)Nc1nc2c(cc1C(=O)OCC)CCCC2	i	0.1	-3.2	528	i	45	-0.17	1230	2%	1	39	651	-0.68	-0.19	-0.61	0.67	3.4	3.1	4.4
Cc1nc2ccccc2cc1C(=O)N/N=C/c1cccc([N+](=O)[O-])c1	i	0.7	-4.4	591	i	11	-0.07	1307	-10%	1	1	632	1.9	-0.22	0.68	-1.2	2.0	3.1	11
NS(=O)(=O)c1ccc(NC(=O)c2cc(-c3cccs3)nc3ccccc23)cc1	i	0.7	0.0	1075	i	23	-0.28	1664	9%	1	1	566	1.5	-0.22	0.96	-0.69	2.3	2.3	3.7
COc1ccc(N=C2S/C(=C\c3ccc(C)o3)C(=O)N2CC(C)C)cc1	i	0.6	.	.	i	7	.	.	-3%	1.1	8	765	1.1	-0.054	1.1	-1.3	1.8	1.5	5.2
Cc1oc(C(C)(C)C)cc1C(=O)Nc1cccc(C(=O)O)c1	i	6.5	-2.6	1270	i	59	.	.	5%	1.1	5	740	-0.66	-0.16	-0.2	0.8	0.9	1.6	4.5
O=C(COC(=O)C1CC(O)CN1S(=O)(=O)c1ccc(Cl)cc1)c1ccccc1Cl (stereo not drawn)	i	0.0	-1.5	1010	i	8	0.08	1365	-5%	1	-6	591	0.61	-0.25	0.39	-0.33	2.7	2.4	6.6
O=C(Nc1nc(SCc2ccc(F)cc2)ns1)c1ccco1	i	1.3	-1.9	1250	i	9	0.15	1212	-2%	1.1	-11	679	-0.4	-0.25	-0.29	0.85	3.7	2.9	5.7
CCOC(=O)C(=O)Nc1nccs1	i	0.0	0.8	1531	i	62	-0.51	1505	-4%	1.2	23	717	-0.87	-0.19	-0.11	1.2	3.0	2.4	8.3
CCOC(=O)c1c(NC(=O)Nc2ccc(Cl)cc2)sc(C)c1C	i	1.2	0.2	1348	i	33	-0.35	1684	2%	1.1	.	.	-0.33	-0.16	-0.34	-0.44	2.1	1.1	10
CCC(C(=O)NC1CCCC1)N(C(=O)Cn1nnc(-c2ccc(C)o2)n1)C(C)(C)C (stereo not drawn)	i	4.9	-3.9	1209	i	22	-1.6	967	-3%	1	.	.	-0.96	-0.19	-0.35	1.1	6.4	2.0	11
O=C(NCc1ccco1)c1ccc(CS(=O)(=O)c2cccc(C(F)(F)F)c2)o1	i	0.8	-3.5	937	i	6	-0.21	1490	3%	1.1	.	.	0.9	-0.26	0.72	0.28	3.1	1.4	3.0
O=C(NC12CC3CC(CC(C3)C1)C2)N1CCN(c2ccccn2)CC1	i	13	-2.9	1140	i	36	0.19	1657	-1%	1.1	-18	612	-2.3	-0.22	-0.8	1.3	3.5	0.2	32
CCc1c(C)nc2c(OC)cccc2c1Cl	i	0.8	1.9	956	i	26	-0.49	1618	6%	1	21	724	-2.1	-0.00048	-0.73	0.3	2.7	2.9	6.6
CC(NC(=O)c1ccc(Br)cc1)C(=O)NC1=NCCS1 (stereo not drawn)	i	0.7	-1.2	994	i	50	0.06	1573	5%	1.1	-20	658	-0.19	-0.33	-0.23	0.01	14	0.7	3.0

From PubChem
